Bioassay records as filed in PubChem BioAssay.
12-LOX inh – inhibitors of human 12S-lipoxygenase ALOX12; purified 12hLO, xylenol orange hydroperoxide absorbance; Potency, µM (top dose mostly 108 µM), for inactives: at the top dose activity change, negative = inhibition, hits mostly inhibitors; 1.1% of 580,000 active; active = well fitted inhibition curve with a large enough effect; inconclusive = small, poorly fitted or top-dose-only effect, or another doubt; inactive = no such curve, though single readings can be large or run the other way
Target sequence (P18054 whole entry, looked up): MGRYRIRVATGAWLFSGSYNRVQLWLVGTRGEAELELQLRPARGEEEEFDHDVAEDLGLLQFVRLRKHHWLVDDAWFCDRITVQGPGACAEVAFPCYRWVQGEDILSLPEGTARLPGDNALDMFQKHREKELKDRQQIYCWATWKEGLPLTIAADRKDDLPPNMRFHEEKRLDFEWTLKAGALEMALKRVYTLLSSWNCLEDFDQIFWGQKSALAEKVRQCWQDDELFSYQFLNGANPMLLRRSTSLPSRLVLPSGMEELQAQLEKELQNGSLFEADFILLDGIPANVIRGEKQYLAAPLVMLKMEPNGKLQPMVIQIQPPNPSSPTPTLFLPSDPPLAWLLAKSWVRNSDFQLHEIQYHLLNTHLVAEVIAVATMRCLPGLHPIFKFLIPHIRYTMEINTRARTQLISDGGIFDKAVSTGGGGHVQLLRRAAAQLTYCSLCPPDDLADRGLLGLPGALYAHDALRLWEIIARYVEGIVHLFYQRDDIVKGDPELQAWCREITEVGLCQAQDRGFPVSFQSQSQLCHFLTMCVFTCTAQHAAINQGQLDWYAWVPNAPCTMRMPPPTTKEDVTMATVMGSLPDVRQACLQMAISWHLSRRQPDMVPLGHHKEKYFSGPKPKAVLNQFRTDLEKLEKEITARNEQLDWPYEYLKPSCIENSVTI
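Hydroperoxide product was detected by ferrous iron/xylenol orange as the 573 to 405 nm absorbance ratio. Arachidonic acid at 40 uM (final) was turned over for 30 min at room temperature by 150 nM human 12hLO, pH 7.0 Hepes buffer, after 15 min compound preincubation.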
Active calls of the source: *; ? = inconclusive; & = joins results of further samples; [ ] = dose if it differs, or a comment. % is set by controls: 0 for no effect and ±100 for the full control effect; potency is the fitted concentration of half-maximal effect.

SMILES	12-LOX inh
Cc1csc(NC(=O)[C@@H]2CCC[C@@H](NC(=O)c3cccnc3)CN(C)C(=O)C2)n1	51%[activator][176 µM]
Cc1ccccc1-c1cc(C(=O)NCCC(N)=O)c2c(c1)N(C)CCO2	-5%[176 µM]
CN1C[C@H]2CN(C(=O)c3ccc(C(F)(F)F)cc3)CCN2C1=O	35%[activator][176 µM]
CN(CC1COc2ccccc2O1)C(=O)c1cn(Cc2ccccc2Cl)nn1 (centres undefined)	3%
O=C(Cc1ccccc1)N1CCC2(CCCCO2)CC1	20%
COCCN(Cc1ccc(C)cc1)Cc1ccc(C#N)cc1	-25%
CC(=O)N1CCC(N2C[C@@H](F)[C@@H](OCc3nc4ccccc4o3)C2)CC1	70%[activator][176 µM]
O=C(c1ccc(F)cc1)N1CCC(N2CC3CCCN3C2=O)CC1 (centres undefined)	?
CCN(CC)CC(=O)N1CCC(Oc2ccccc2C)(C(=O)O)CC1	5%
COc1ccc(CCC(=O)N2CCCC(c3nc(C4CCOCC4)no3)C2)cc1 (centres undefined)	-1%
CCn1ncc(NC(=O)Cn2ncc3cc(-c4cc(F)ccc4F)ccc32)n1	21%
Cc1noc(C)c1Cc1ccc(C(=O)N2CC(N(C)Cc3cccnc3)C2)o1	36%
COc1cc(CN2CCC[C@H]2c2nc(-c3ccc(-c4ccncc4)nc3)no2)cc(OC)c1OC	10%
CCNC(=O)N1CCCCCC1c1nc(C2CC2)no1 (centres undefined)	40%[activator]
COc1ccc(NC(=O)N[C@@H]2C=C[C@@H](c3c(C)nn(-c4ccc(C(C)C)cc4)c3C)C2)cc1	1%

Structural class, those above containing a carbonyl joined to an NH by a bond outside any ring (five)
SMILES	12-LOX inh
Cc1csc(NC(=O)[C@@H]2CCC[C@@H](NC(=O)c3cccnc3)CN(C)C(=O)C2)n1	51%[activator][176 µM]
Cc1ccccc1-c1cc(C(=O)NCCC(N)=O)c2c(c1)N(C)CCO2	-5%[176 µM]
CCn1ncc(NC(=O)Cn2ncc3cc(-c4cc(F)ccc4F)ccc32)n1	21%
CCNC(=O)N1CCCCCC1c1nc(C2CC2)no1 (centres undefined)	40%[activator]
COc1ccc(NC(=O)N[C@@H]2C=C[C@@H](c3c(C)nn(-c4ccc(C(C)C)cc4)c3C)C2)cc1	1%

The list goes on.
SMILES	12-LOX inh
COCc1noc([C@@H]2CC(F)(F)CN2C(=O)C2CC=CC2)n1	15%
Cc1ccc(CN2CCN(C(=O)CCC3CCN(C(=O)c4ccccc4)CC3)CC2)cc1	-5%
Cc1cc2nc3n(c(=O)c2n1CC(=O)N1CCN(c2ccc(F)cc2)CC1)CCCCC3	-4%
COc1ccc(C(=O)NCC2(COc3ccc(S(C)(=O)=O)cc3)C[C@@H](O)[C@@H](O)C2)cc1 (some centres undefined)	55%[activator]
Cc1cc(OC2CN([S+](=O)([O-])c3ccccc3)C2)ccc1F	20%[176 µM]
COc1ccc(Nc2cc3c(nc2-c2ccccc2)nc(C(=O)NCCN(C)C)n3C)cn1	?
CC(=O)c1c(C)nn(CC(=O)N2CCOC(C(=O)O)C2)c1C (centres undefined)	-15%
Cc1ccccc1S(=O)(=O)N1CCCc2nc(-c3ccc(Br)cc3)ccc21	-1%
COC[C@H]1CCCN1Cc1nc(C2(O)CCN(Cc3ccc(OC)cc3)CC2)cs1	62%[activator][176 µM]
Cc1noc(C)c1-c1cc2cc(C(C)C)oc2c(-c2ccc(CO)cc2)n1	?
COc1ccc(C)cc1NC(=O)C1CCN(c2cnc3nc(C)c(C)nc3c2)CC1	?
O=C(Nc1ccc2n(c1=O)C[C@H]1C[C@@H]2CN(C(=O)Nc2ccc(F)cc2)C1)c1ccccc1	2%
N[C@@H]1CC[C@H](C(=O)Nc2ccc(CC(=O)N3CCCC3)cc2)C1	21%
O=C(COc1ccc(-c2nnc3n2CCCC3)cc1)Nc1ccccc1	52%[activator]
CS(=O)(=O)c1cnc(NCc2cn3ccsc3n2)nc1C1CCCNC1 (centres undefined)	36%
CN1[C@@H](CCC(=O)NCc2cccs2)CNC(=O)[C@@H]2[C@H]1CCN2Cc1ccc(C(F)(F)F)cc1	39%[activator]
Cc1nc2c(NC3CCN(C(=O)c4cccn4C)CC3)cccn2n1	0%
O=C(NCC1CC1)c1cccc(OC2CN(Cc3ccc(F)cc3Cl)C2)c1	33%
CCc1ccc(N2CC(c3noc(-c4ccccc4F)n3)CC2=O)cc1 (centres undefined)	-4%
Fc1ccc2nc([C@H]3CCN(Cc4cccs4)C3)[nH]c2c1	68%[activator][176 µM]
O=C(Cc1cccc(C(F)(F)F)c1)N[C@H]1CCOC[C@H]1C1CCOCC1	17%
CC(C)CNC(=O)C1CCc2sc(C(=O)N3CCCCCC3)cc2C1 (centres undefined)	6%
COc1ccc(C)cc1NC(=O)Nc1cccc(-c2ccc(N3CCCCC3)nn2)c1	29%
COc1ccc(CNC(=O)N(C)C2CCc3nnc(C)n3CC2)cc1 (centres undefined)	38%[activator]
Cn1ccnc1CNC[C@H]1Cn2cc(-c3ccccc3)nc2CO1	141%[activator][176 µM]
Cc1ccccc1[C@H]1[C@@H](C(=O)NCCC(=O)O)C[C@@](C)(C(=O)O)N1C	19%
CCOc1ccc(CN2CCOc3ccc(C(=O)NCc4ccccc4F)cc3C2)cc1	-6%
CCc1nc(-c2c3n(c(=O)n(CC(=O)Nc4cccc(Cl)c4)c2=O)CCCCC3)no1	18%
COCC1CN(C(=O)NCCc2ccccc2)CC12CCNCC2 (centres undefined)	-7%
CCCCc1c(-c2ccccc2OC)ncn1Cc1cccc(F)c1	-18%

Single values from the results shown:
Value for CN1C[C@H]2CN(C(=O)c3ccc(C(F)(F)F)cc3)CCN2C1=O under 12-LOX inh: 35%[activator][176 µM]
Value for Cc1cc(OC2CN([S+](=O)([O-])c3ccccc3)C2)ccc1F under 12-LOX inh: 20%[176 µM]

Next part:
SMILES	12-LOX inh
C[C@@H]1ON(C)[C@H]2C[C@H]3c4cc(-c5cccc(Cl)c5)ccc4CCN3C[C@@H]12	-13%
CCC1(CO)CCCN(S(=O)(=O)c2ccc3c(c2)OCCO3)C1 (centres undefined)	47%[activator]
Cc1sc2ccn(C)c(=O)c2c1C(=O)NCc1cccc(Br)c1	21%
O=S(=O)(NC[C@H]1OC[C@@H](NCc2cccs2)[C@@H]1O)c1ccccc1	51%[activator][176 µM]
Cc1cccc(C(=O)NCCC2CCN(C(=O)Nc3cc(F)ccc3F)CC2)c1	47%[activator]
COc1cc(=O)oc(C=O)c1C	-6%
CCCc1cc(C(=O)N2CCC(=O)N(CC3CC3)C(C(C)C)C2)n[nH]1 (centres undefined)	25%
Cc1cnc(C2CCOCC2)n1CC1CCN(S(=O)(=O)c2cccnc2)CC1	28%
CCc1nc(-c2c3n(c(=O)n(Cc4ccc(OC)cc4)c2=O)CCCC3)no1	-2%
CN(C1CCOCC1)C1CCN(C(=O)c2ccccc2Cl)CC1	24%
COc1ccccc1CN1CC2(C1)C(=O)N(CCCN1CCCC1=O)C(=O)[C@@H]1C[C@@H](O)CN12	-1%
CCOC(=O)c1ccc(NC(=O)Cn2c(N3CCc4ccccc4C3)nc(C)cc2=O)cc1	11%
O=C1NC2(CCN([S+](=O)([O-])c3cccc(C(F)(F)F)c3)CC2)Oc2ccccc21	36%[activator]
Cc1ccc(-c2noc([C@@H]3Cc4nc[nH]c4CN3C(=O)NC(C)C)n2)cc1	-18%[176 µM]
CCCS(=O)(=O)N1CCCC(Cc2noc(-c3cccnc3)n2)C1 (centres undefined)	12%
NCC(=O)N1CCCC2(Cc3ccccc3CN2C(=O)Cc2cccc(Cl)c2)C1 (centres undefined)	3%[6.33 µM]
Cc1cc(-c2ccnc(-n3ncc(C(=O)N(C)CC(O)c4ccccc4)c3C)n2)c(C)s1 (centres undefined)	0%
O=S(=O)(C1CC1)N1CCC(n2cnnc2-c2ccccc2)CC1	30%
Cn1cnc(C(=O)N2CCC3(CC2)CN(Cc2ccccc2)CC3CO)c1 (centres undefined)	41%[activator]
COc1cccc(CN2C(=O)OC3(CCN(Cc4c[nH]c5ccccc45)CC3)C2(C)c2cccnc2)c1 (centres undefined)	?
CCCCNC(=O)N[C@H]1CC[C@@]23CCCN2C(=O)CCC[C@H]3[C@H]1CCC	-4%
CCOC(=O)[C@@H]1CSCCS(=O)(=O)N1C(=O)[C@H](C)NC(=O)OC(C)(C)C	-4%
CS(=O)(=O)CCN1CCN(C(=O)c2cccc(-c3ncc[nH]3)c2)CC1	?
O=C(NC1CC1)c1ccc2nnc(-c3cccc(OC(F)(F)F)c3)n2c1	8%[6.33 µM]
Cc1cccnc1CN(C(=O)c1cc(COc2ccccc2)[nH]n1)C(C)C	42%[activator]
O=C(NCCN1CCOCC1)c1ccc(N2CC3CC(C2)[C@H]2CCCC(=O)N2C3)nc1 (some centres undefined)	23%
O=C(Nc1ccc(C(F)(F)F)cc1)N[C@H]1CC[C@@]23CCCN2C(=O)CCC[C@H]3C1Cc1ccccc1 (some centres undefined)	-18%
COCCNC(=O)[C@@H]1C[C@H](Oc2ccccc2)CN1C(=O)c1ccc2ncccc2c1	31%[activator]
Cc1noc(C)c1S(=O)(=O)N[C@@H]1CN(Cc2ccccc2)C[C@H]1CN(C)C	32%[activator]
O=C(NCc1ccccc1)c1ccccc1OC1CN(Cc2ccc(F)c(F)c2)C1	-2%
N#Cc1ccc(C(=O)Nc2ccc([C@H]3OCC(=O)N(Cc4ccc(F)cc4)[C@@H]3CO)cc2)cc1	-15%
COc1ccc(C(=O)N[C@H](Cc2ccccn2)C2CC(O)C2)cc1F (some centres undefined)	56%[activator]
CC(C)NC(=O)C(C)[C@@H]1CC[C@@]2(C)CC[C@H](N[S+](C)(=O)[O-])[C@@H](C)[C@@H]2[C@H]1O (some centres undefined)	?
COCCc1noc(C2Cc3ccccc3N2C(=O)Nc2cc(C)cc(C)c2)n1 (centres undefined)	50%[activator]
CCCc1noc(-c2cccn3c(CNC(=O)c4ccc(F)cc4)nnc23)n1	87%[activator]
O=C(NC1C[C@H]2CC[C@@H](C1)N2C(=O)COc1ccc(F)cc1)c1ccncc1 (some centres undefined)	23%
O=C1NC2(CCN(C(=O)c3ccccc3)C2)N=C1c1ccccn1 (centres undefined)	43%[activator][176 µM]
Cc1ccc(NC(=O)N2CCC3(CC2)CC(Cc2nc(-c4ccccc4)no2)CCO3)cc1C (centres undefined)	2%
c1c[nH]c(-c2nc3ccncc3[nH]2)c1	68%&30%[activator][176 µM]
O=C1CO[C@H]2CCN(Cc3ccccc3)CC[C@@H]2N1CCc1cccnc1	-16%[176 µM]
COc1cccc2c1OCCCN(Cc1cn(-c3ccccc3)nn1)C2	-5%
Cc1cccc2nc(C(=O)N3CCC4(CC3)CC(c3ccccc3)CN(C)C4)cn12 (centres undefined)	24%
O=S1(=O)NC2(CCCN(CCc3ccccc3)C2)COc2ccccc21 (centres undefined)	6%[6.33 µM]
O=C(CN1CC2CC(C1)[C@H]1CCCC(=O)N1C2)NCCCN1CCc2ccccc2C1 (some centres undefined)	47%[activator]
COC(=O)C1=C(C)N(Cc2ccccc2C(F)(F)F)C(=NCC2CC2)NC1CCc1ccccc1 (centres undefined)	?

A second format for part of the listing above.
smiles,12-LOX inh
Cc1ccc(NC(=O)N2CCC3(CC2)CC(Cc2nc(-c4ccccc4)no2)CCO3)cc1C (centres undefined),2%
c1c[nH]c(-c2nc3ccncc3[nH]2)c1,68%&30%[activator][176 µM]
O=C1CO[C@H]2CCN(Cc3ccccc3)CC[C@@H]2N1CCc1cccnc1,-16%[176 µM]

Continued:
SMILES	12-LOX inh
COC(=O)[C@]12C[C@H](CC(=O)NCCCCc3ccccc3)C(=O)N(CCc3ccc(OC)c(OC)c3)C1=C[C@H](COCc1ccccc1)O[C@@H]2C	4%
O=C(CC[C@@H]1CNC(=O)[C@@H]2C[C@H](NC(=O)Nc3ccc(F)cc3F)CN12)NC1CC1	-17%[176 µM]
Cc1noc(C)c1S(=O)(=O)N(C)C[C@@H]1OCc2cn(nn2)CCCC(=O)N([C@H](C)CO)C[C@H]1C	-4%
COC(=O)[C@]12C[C@H](CC(=O)N3CCC(c4ccccc4)CC3)C(=O)N(CCc3ccc(OC)c(OC)c3)C1=C[C@H](C(C)(C)C)O[C@@H]2C	-8%
COc1ccc(C(=O)N2CC(Oc3ccc4c(c3)OCO4)C2)cc1	3%[6.33 µM]
CC(C)S(=O)(=O)N1CCC(Oc2ncccc2C(=O)N(C)C)C1 (centres undefined)	28%
CCc1ccccc1NC(=O)Cn1c(N2CCN(c3ccccc3)CC2)nc(C)cc1=O	20%
CC(C)CN1CCC(O)(c2csc(CN(C)Cc3cccnc3)n2)CC1	4%[176 µM]
N[C@@H]1CC[C@H](C(=O)N2CCN(Cc3cccc(C(F)(F)F)c3)CC2)C1	?
c1cc(N2CCCCC2)ccc1-c1n[nH]c(C2CCOC2)n1 (centres undefined)	23%
O=C(CC[C@@H]1CNC(=O)[C@@H]2C[C@H](NC(=O)Nc3ccsc3)CN12)NCc1ccccc1	?
COc1ccc(OC)c(CN2CCNc3cc(-c4ccccc4)ncc3C2)c1	22%[176 µM]
O=C(c1ccc2c(c1)OC(F)(F)O2)N1CC2(Cc3ccccc3NC2=O)C1	9%[6.33 µM]
Cc1cc(C)cc(NC(=O)Cn2nc3n(c2=O)CCCCC3)c1	65%[activator]
COC(=O)C1=C(C)N(C)C(=NCC2CC2)NC1c1cccc(F)c1 (centres undefined)	?
Cc1nc2c(c(-c3ccc(O)cc3)n1)CN(C(=O)c1ccc(C(F)(F)F)cc1)CCC2	9%
CCn1ccc(C(=O)NCC(=O)N2CCCCCNC(=O)CC2c2ccccc2)n1 (centres undefined)	52%[activator]

Some of the entries so far, with each value named:
Molecule: COc1ccc(OC)c(CN2CCNc3cc(-c4ccccc4)ncc3C2)c1
  12-LOX inh = 22%[176 µM]

Molecule: O=C(c1ccc2c(c1)OC(F)(F)O2)N1CC2(Cc3ccccc3NC2=O)C1
  12-LOX inh = 9%[6.33 µM]

This is a subset. The share of hits here may be higher or lower than overall.
